Bioassay records from PubChem BioAssay.
MCL1-BIM inh: disrupts human MCL1 binding to BIM-BH3 peptide | GST-MCL1 / FITC-Bim-BH3 fluorescence polarization | inhibition, % at 10.9 µM | 320,000 tested, 0.68% active;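 active = inhibition above the mean inhibition of all tested compounds plus 3 SD, set per campaign, cut at about 40% in these data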;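 note: 0% = DMSO wells and 100% = unlabeled Bim-BH3 peptide control; higher means more loss of mP so more displacement of Bim peptide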
Target sequence (Q07820 whole entry, looked up): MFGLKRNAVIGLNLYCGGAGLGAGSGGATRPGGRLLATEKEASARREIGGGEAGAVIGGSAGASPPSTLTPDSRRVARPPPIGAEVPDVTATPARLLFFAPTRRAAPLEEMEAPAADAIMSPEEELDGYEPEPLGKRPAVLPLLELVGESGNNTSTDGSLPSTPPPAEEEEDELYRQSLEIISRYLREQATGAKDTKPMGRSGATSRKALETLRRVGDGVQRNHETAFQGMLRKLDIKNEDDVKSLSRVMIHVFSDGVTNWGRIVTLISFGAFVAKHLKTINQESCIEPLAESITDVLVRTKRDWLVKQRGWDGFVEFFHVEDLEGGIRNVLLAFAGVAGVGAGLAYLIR
CIT2-GFP yeast: yeast TOR pathway CIT2-GFP modulation | S. cerevisiae CIT2-GFP strain, flow cytometry, 3 h; 100 means same as DMSO wells | GFP response vs DMSO, % at 10 µM | 320,000 tested, 0.065% active | AID 2029;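 active = GFP response relative to DMSO above a set limit, near the screen mean plus 3 SD, cut at about 150% in these data; inconclusive = Fewer than 70 cells measured for a yeast strain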;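 note: ratio of well median GFP fluorescence to mean of DMSO wells on the plate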
GRK2 aptamer HTS: blocks RNA aptamer binding to human GRK2; P25098; bead flow cytometry, FAM-aptamer displacement from GRK2; inhibition of aptamer binding, % at 10 µM; 330,000 tested, 0.59% active; AID 488847;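 active = inhibition of aptamer binding above 40%, roughly 3 SD of noise, on plates passing a quality check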;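 note: median bead fluorescence of bound FAM aptamer so fluorescent compounds give negative values; no value below 0 was filed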
AGP1-GFP MLPCN: alters AGP1-GFP fluorescence in TOR pathway yeast screen; S. cerevisiae AGP1-GFP multiplex flow cytometry, 3 h; GFP as percent of DMSO wells; 320,000 tested, 0.02% active; GFP response vs DMSO, % at 10 µM;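 active = GFP response relative to DMSO above a set limit, near screen average plus 3 SD, cut at about 150% in these data; inconclusive = fewer than 70 cells counted for the yeast strain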;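 note: median GFP channel fluorescence of the gated AGP1 strain per well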
CR mimetic SO: caloric restriction mimetics inhibiting age-related superoxide in yeast | S. cerevisiae aged cells, superoxide DHE fluorescence; hits give low values | superoxide response (% of plate mean), % at 10 µM | 330,000 tested, 0.18% active | AID 2690;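 active = superoxide response under a set limit, about three screen SD below normal, cut at about 65% in these data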;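 note: yeast aged for seven days with compound at 30 °C before DHE staining; 100% = average MFI of all compound-treated wells on the plate with controls excluded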
MEX-5 binding: C. elegans MEX-5 TCR-2 RNA binding activity. activity score (negative = inhibition of binding), % at 10 µM. Q9XUB2. MEX-5/FITC-TCR2 RNA binding, fluorescence polarization; hits give low values. 300,000 tested, 0.38% active. AID 1832;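 active = inhibition past about -25% in most replicates, and total fluorescence under double the plate's negative control median, limit read from the data; inconclusive = replicates evenly split on the limit, or fluorescence at least double controls; inactive = too little inhibition in most replicates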;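 note: 0% = DMSO and -100% = 5 µM competing unlabeled TCR2 RNA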
Target sequence (Q9XUB2 whole entry, looked up): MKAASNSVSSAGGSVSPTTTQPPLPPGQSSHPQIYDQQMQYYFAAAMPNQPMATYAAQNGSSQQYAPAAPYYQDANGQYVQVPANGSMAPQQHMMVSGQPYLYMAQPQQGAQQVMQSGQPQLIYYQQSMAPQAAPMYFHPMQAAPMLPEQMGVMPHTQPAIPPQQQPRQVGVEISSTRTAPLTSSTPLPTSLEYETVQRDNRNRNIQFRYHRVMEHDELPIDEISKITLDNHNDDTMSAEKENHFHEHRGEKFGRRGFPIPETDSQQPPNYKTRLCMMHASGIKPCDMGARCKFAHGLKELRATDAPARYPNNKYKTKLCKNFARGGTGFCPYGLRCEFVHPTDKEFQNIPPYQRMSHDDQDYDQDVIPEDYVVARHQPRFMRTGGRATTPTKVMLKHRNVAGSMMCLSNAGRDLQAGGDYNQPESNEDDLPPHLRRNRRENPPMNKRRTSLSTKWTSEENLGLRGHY
GLD-1 RNA inh: GLD-1-TGE RNA interaction inhibition (C. elegans). Q17339. purified GLD-1 + fluorescein TGE RNA, fluorescence polarization. inhibition, % at 5.96 µM. 320,000 tested, 0.44% active;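 active = percent inhibition above a per-plate cutoff, the plate mean of test compounds plus 3 SD, cut at about 30% in these data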;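 note: 0% = DMSO wells with GLD-1 and probe and 100% = wells lacking GLD-1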
Bcl-xL primary: blocks human Bcl-xL binding to Bim BH3 peptide. Q07817. 320,000 tested, 0.7% active. GST-Bcl-xL / FITC-Bim BH3 peptide fluorescence polarization. AID 2129. inhibition, % at 10.9 µM;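 active = inhibition above the mean of all tested compounds plus 3 SD, cutoff set per campaign, cut at about 30% in these data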;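 note: 0% = DMSO wells and 100% = unlabeled Bim-BH3 peptide competitor; inhibitors lower millipolarization by displacing the labeled peptide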
Target sequence (Q07817 whole entry, looked up): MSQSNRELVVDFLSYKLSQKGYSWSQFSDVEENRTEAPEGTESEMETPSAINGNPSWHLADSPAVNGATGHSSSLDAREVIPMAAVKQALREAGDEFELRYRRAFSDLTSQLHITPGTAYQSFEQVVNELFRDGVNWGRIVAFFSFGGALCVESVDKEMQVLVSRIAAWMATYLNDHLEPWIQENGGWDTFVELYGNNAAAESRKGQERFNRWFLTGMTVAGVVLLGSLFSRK
VLA-4 inh: inhibition in a human VLA-4 binding assay; P13612; 330,000 tested, 0.2% active; AID 2557; inhibition, % (about 7 µM as worked out from the volumes in the protocol); VLA-4 expressing cells, ligand binding flow cytometry; in the data active = inhibition above about 50%
* marks the source's active call; other numbers are inactive results; u = inconclusive; x = no result given; [ ] = remark or other dose.

SMILES	MCL1-BIM inh	CIT2-GFP yeast	GRK2 aptamer HTS	AGP1-GFP MLPCN	CR mimetic SO	MEX-5 binding	GLD-1 RNA inh	Bcl-xL primary	VLA-4 inh
Cc1nn(CC(=O)Nc2nnc(CC(=O)N3CCCC3)s2)c(=O)c2ccccc12	6.6	99.2	0.0	95.4	100.4	2.0	7.1	9.4	10.7
CCn1c(CSc2nc3ccccc3s2)nnc1SCC(=O)c1ccc2c(c1)OCCO2	-16.8	95.4	1.0	98.6	105.4	0.9	3.2	-8.2	27.4
CCN1C(=O)C2(C(C(=O)c3ccc(C)o3)=C(O)C(=O)N2CCCN(C)C)c2ccccc21 (centres undefined)	-0.8	105.6	0.0	112.8	91.6	-2.3	-0.1	9.2	9.6
CCOCCOC(=O)C(C)Sc1n[nH]c(=O)[nH]c1=O (centres undefined)	-3.4	91.5	0.0	96.5	91.8	-0.4	-10.6	5.2	-2.3
O=C(NCC(c1ccco1)N1CCCC1)c1ccc(Cl)c(S(=O)(=O)N2CCc3ccccc32)c1 (centres undefined)	4.9	95.3	0.0	93.8	101.7	x	-8.5	5.2	22.4
COc1ccccc1-c1c(C#N)c(N)nc2c1CCC2	-11.1	89.8	0.0	95.8	102.5	-2.8	7.8	-6.0	-1.1
CCCC(c1nnnn1CC(=O)OCC)N(Cc1cc2c(C)cc(C)cc2[nH]c1=O)C1CCCC1 (centres undefined)	2.4	u	3.0	23.9[may fluoresce violet]	119.9	-3.3	5.3	0.8	5.3
CCCCN(C)CCCNC(=O)C1(O)c2ccccc2NC(=O)N1c1ccc(Cl)cc1 (centres undefined)	-0.6	106.2	0.0	101.8	84.4	-0.4	2.9	3.2	-3.1
CC(=O)Nc1ccc(Nc2c([N+](=O)[O-])c(=O)n(-c3ccccc3)c3ccccc23)cc1	6.3	100.3	0.0	99.1	94.2	-3.1	0.5	3.5	3.6
CCOc1ncccc1C(=O)OCC(=O)Nc1cc(C(C)(C)C)ccc1OC	x	95.0	6.0	103.0	101.8	x	7.6	x	26.0
NC(N)=N/N=C/c1ccccc1OC(F)F	3.6	104.0	0.0	103.1	84.7	2.5	3.7	6.6	-15.5
C#CCOCCOCCOCCNc1nc(N2CCN(C(=O)CCCCCCCCCCNC(=O)Cn3cc(CCCCCN)nn3)CC2)nc(N2CCN(C(=O)CCCCCCCCCCNC(=O)[C@H]([C@@H](C)CC)n3cc(CCCCCN)nn3)CC2)n1	0.6	87.5	0.0	82.2	108.1	x	1.2	-1.5	-9.7
O=C(N/N=C\c1ccc(Sc2ccccn2)o1)c1cccc(Br)c1	-3.3	95.3	0.0	101.9	95.4	-0.4	-12.0	-3.1	10.0
Cc1ccc(-c2nn(CC(=O)NCCN3CCOCC3)c(=O)c3ccccc23)cc1	3.8	105.5	2.0	x	98.9	-1.5	3.0	3.6	27.2
O=C1C=C(NC(=O)Nc2ccc(Cl)c(Cl)c2)CCC1	-3.7	99.5	0.0	94.4	105.2	-0.4	8.1	2.4	-4.3
CC1CCCC(NC(=O)c2ccc3c(c2)NC(=O)CS3)C1C (centres undefined)	6.7	109.6	1.0	107.8	91.4	-0.3	-0.8	7.6	12.4
COc1cccc(CN(C)C(=O)Nc2cccc(C(F)(F)F)c2)c1OC	-0.2	94.8	0.0	99.5	103.2	-0.7	-3.2	4.6	13.1
CCCNC(=O)C1CN(S(=O)(=O)c2ccc(C)cc2)c2ccccc2O1 (centres undefined)	-3.1	101.6	1.0	95.1	89.7	0.8	5.5	-0.1	-5.4
Cc1ccc(-c2nnc(NC(=O)CCS(=O)(=O)c3ccc(F)cc3)o2)c(C)c1	3.9	101.4	13.0	98.2	104.4	-1.2	3.1	2.1	16.7
O=C1c2cccnc2C(=O)N1Cc1ccc(S(=O)(=O)N2CCN(c3ccccc3)CC2)cc1	7.4	96.6[may fluoresce red]	0.0	92.1[may fluoresce red]	85.4	1.2	2.1	3.1	5.4
CCOc1ccc(-c2noc(CCC(=O)NC3CCCCC3)n2)cc1OC	-2.0	76.0	0.0	80.8	102.6	0.2	-1.4	4.0	5.6
O=C(Nc1ccc(-n2cnnn2)cc1)C1CCCCC1	1.0	86.9	0.0	90.6	99.0	-0.9	-2.8	2.1	13.9
C=CCn1c(NCc2cc(Cl)ccc2O)nc2ccccc21	8.6	96.8	1.0	95.5	98.4	0.8	1.1	5.3	2.5
CSC1CCCCC1(O)CSc1nc2c(cc1C#N)CCCC2 (centres undefined)	-0.9	96.4	12.0	102.0	93.2	-0.7	3.0	4.5	12.8
CCn1nc(C)c(Br)c1C(=O)Sc1ccccc1Cl	-0.4	89.2	0.0	94.5	74.3	0.7	0.3	-0.1	-3.1

Additional records follow:
SMILES	MCL1-BIM inh	CIT2-GFP yeast	GRK2 aptamer HTS	AGP1-GFP MLPCN	CR mimetic SO	MEX-5 binding	GLD-1 RNA inh	Bcl-xL primary	VLA-4 inh
COCCN(C(=O)/C=C/c1ccccc1)c1c(N)n(Cc2ccccc2)c(=O)[nH]c1=O	3.7	99.0	6.0	102.7	111.6	-0.1	4.8	6.3	-17.5
CC(C)NC(=O)NC(=O)COC(=O)Cc1c(F)cccc1Cl	1.1	99.6	0.0	95.4	104.1	1.1	5.5	0.4	3.1
CCC1=C/C(=C/c2sc3ccccc3[n+]2CC)CC(C)(C)C1	-13.3	86.5	2.0	102.7	98.9	2.4	-3.4	-6.9	-8.1
CC(=O)C1=C(O)C(=O)N(c2cccc(Br)c2)C1c1ccccc1Cl (centres undefined)	1.1	97.0	2.0	96.4	103.7	-0.1	-2.8	4.4	35.2
COc1cc2c(cc1OC)[C@H](C)N(C(=O)COc1ccccc1)CC2	8.1	84.3	2.0	83.5	97.0	1.7	1.6	10.6	-3.1
Cc1ccccc1CC(=O)NC1CCN(C)CC1	x	106.0	0.0	102.5	101.5	0.7	x	x	-3.3
Cc1cccc(C)c1NC(=O)Cn1c(=O)c2cccn2c2ccccc21	4.9	98.1	0.0	95.5	126.3	2.0	4.3	6.8	19.4
COc1ccc(C(CNc2ccc(S(C)(=O)=O)cc2[N+](=O)[O-])N(C)C)cc1OC (centres undefined)	-0.4	106.6	0.0	105.4	87.5	2.0	4.8	1.9	-10.2
COc1ccc(C(=O)NCc2nnc(SCC(=O)Nc3cc(OC)ccc3OC)o2)cc1	-1.6	105.6	0.0	102.8	98.0	-1.3	5.0	1.6	14.2
O=C1CN2NC(=S)N(c3ccc(Cl)cc3)C2=CN1c1ccc(Cl)cc1	11.6	98.1	0.0	97.6	99.3	1.4	6.5	-0.2	27.3
Cc1ccc(-c2noc(CN(C)C(=O)Nc3ccc(F)cc3)n2)cc1	0.2	94.1	0.0	95.5	90.7	2.7	3.2	7.1	8.5
CCOC(=O)c1cnc2c(C)cc(C)cc2c1NCCCN1CCOCC1	x	100.7	7.0	97.5	95.5	1.9	x	x	-1.4
CCCC(=O)NC(=S)N1CCN(c2ccc([N+](=O)[O-])cc2)CC1	3.4	89.2	1.0	88.7	105.9	-3.0	-4.8	-6.5	1.3
Cc1ccccc1C(=O)N/N=C/c1ccc(OCC(=O)N2CCCCC2)cc1	6.8	103.7	3.0	100.7	91.6	-0.4	-7.7	-1.6	5.2
CCCn1c(NCc2cccc(OC)c2OC)nc2ccccc21	-3.7	89.0	0.0	99.6	97.7	1.9	6.5	3.8	21.4
Cc1ccc(NC(=O)CN2CCC(NC(=O)c3cccc(F)c3)CC2)cc1C	x	108.1	0.0	110.8	103.5	-0.3	x	x	-3.9
Cn1c(SCC(=O)Nc2ccc3c(c2)CCC3)nnc1C1CC1	9.7	94.2	0.0	106.1	84.6	x	-4.9	4.7	10.2
CC(NC(=O)Nc1ccccc1)c1ccccc1 (centres undefined)	5.5	86.3	0.0	87.8	97.9	-0.9	4.5	4.5	-30.3
CC1=NNC(=O)C1Cc1ccccc1 (centres undefined)	1.6	96.2	0.0	111.0	101.0	-0.9	3.1	2.8	-4.2
COc1ccc(C(=O)c2ccc(N3CCN(C(=O)c4ccc(F)cc4)CC3)c(F)c2)cc1Br	4.9	111.1	0.0	105.7	105.6	1.2	-7.1	7.0	4.2
Cc1cc(Oc2ccccc2)nc(SCC(=O)Nc2ccc(Cl)c(Cl)c2)n1	-1.3	81.0	2.0	105.1	92.8	3.2	-0.1	3.8	-1.1
COc1ccc(-c2nc(NC3=NCCCCC3)sc2C)cc1	-10.4	90.2	1.0	95.5	113.1	1.0	-7.2	0.0	-4.1
C/C(=N\NC(=O)c1cc(C)[nH]n1)C(C)(C)C	2.4	101.1	0.0	100.6	92.1	6.0	0.1	3.2	19.7
Cc1ccc(S(=O)(=O)CC(=O)N2CCCCCC2)cc1	-5.7	108.2	4.0	101.1	97.5	-0.2	5.8	-1.9	-3.5
O=C(Nc1ccncc1)C1c2ccccc2Oc2ccccc21	1.3	94.8	5.0	97.7	95.5	1.8	0.1	0.9	-68.3

Continuation:
SMILES	MCL1-BIM inh	CIT2-GFP yeast	GRK2 aptamer HTS	AGP1-GFP MLPCN	CR mimetic SO	MEX-5 binding	GLD-1 RNA inh	Bcl-xL primary	VLA-4 inh
C=CCC1NS(=O)(=O)OCC1C(C)C (centres undefined)	14.4	99.4	6.0	91.9	95.5	-1.4	-1.5	5.2	-5.7
CC1CCN(C(=S)Nc2ccc(SC(F)F)cc2)CC1	5.9	97.3	0.0	97.6	91.2	1.2	4.9	-0.5	-4.1
CC(=O)N1CCC(=NNC(=O)c2cccs2)CC1	-4.4	98.3	1.0	99.8	121.5	-3.8	7.9	4.1	6.3
CCOc1cc2c(cc1/C=C1/NC(=O)N(CC(=O)OC)C1=O)OCO2	5.2	99.3	0.0	99.3	85.0	-7.0	-5.1	3.7	-6.0
Cc1nc(C)c(-c2ccc(SCC(=O)Nc3cccc(F)c3)nn2)s1	7.5	83.5	0.0	83.3	100.8	-0.9	6.1	5.8	5.1
COC(=O)c1cc(S(=O)(=O)NCc2ccc3c(c2)OCO3)cn1C	4.9	104.1	2.0	108.8	99.5	-9.2	8.6	9.4	11.5
COc1cc(-c2nnn(CC(=O)NCc3ccccc3)n2)cc(OC)c1OC	4.3	83.6	2.0	75.8	65.3*	1.3	0.2	2.0	10.5
CCc1noc(C)c1C(=O)N1CCCSC1=Nc1ccccc1C(C)C	-7.5	106.2	5.0	103.4	100.1	1.1	-4.5	-2.1	0.5
Cn1ncc2c(Sc3ccc(Cl)cc3)ncnc21	-5.9	111.7	0.0	101.8	89.8	1.6	5.4	4.6	-5.2
N#Cc1ccc(Cl)cc1NC(=O)CSc1nc2nc(-c3cccs3)cc(C(F)(F)F)c2c(=O)[nH]1	1.9	97.0	1.0	94.7	132.4	-1.0	0.2	5.1	2.6
CC(C)(C)NC(=O)c1cccc(NC(=O)c2cccc(O)c2)c1	-1.1	106.3	0.0	104.5	91.2	-1.0	-0.2	5.2	-4.9
O=C(Nc1cccc(NC(=O)c2ccccc2[N+](=O)[O-])c1)c1ccccc1Cl	10.9	107.5	4.0	102.3	101.6	-0.4	0.3	10.0	-15.5
CC(C)CN(CCNC(=O)c1cn(C)c2ccc(S(=O)(=O)N3CCCC3)cc2c1=O)CC(C)C	5.1	91.8	0.0	78.8	119.3	2.8	7.9	2.5	6.0
Cc1ccc(C(=O)NC2CCCCCC2)cc1S(=O)(=O)N1CCOCC1	-0.1	x	0.0	100.3	104.7	-0.7	-0.4	-0.1	4.9
CSc1cccc(NS(=O)(=O)c2ccc(F)cc2)c1	6.6	108.5	5.0	101.5	87.1	3.7	-19.4	7.0	-1.0
CCOC(=O)Cn1nc(C)c(NC(=O)CCc2ccccc2)c1C	4.7	97.3	0.0	93.6	84.3	0.4	4.9	5.5	6.7
